Bioassay records from PubChem.
MITF act – MITF TRPM1 promoter activation in melanoma cells; AID 588334; 0.75% of 300,000 active; activation, % at 12.5 µM; SK-MEL-5 TRPM1-promoter luciferase, 24 h; % of positive control, neutral wells = 0;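 active = mean activation of at least 80% with every replicate also reaching 80%; inconclusive = mean reaches 80% but some replicate falls short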;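 note: 0% = neutral control wells and 100% = parthenolide positive control wells; values of inactives mirror those of a sister screen read the other way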
V-ATPase pHluor – regulators of yeast V-ATPase proton transport. S. cerevisiae, pHLuorin cytosolic pH fluorescence. response, % at 10 µM. 0.37% of 350,000 active; in the data active = response mostly above about 7.3%, no sharp cut-off; inactive = mostly below about 5.4%; note: actives read high; inactives centre near 0; some compounds called inactive have numbers as strong as hits; reference of the scale not given here
dFosB activator – enhances mouse delta FosB homodimer DNA binding | purified delta FosB, TAMRA-CDK5 oligo fluorescence polarization; percent of positive-control signal above neutral wells | activation, % at 25 µM | 0.99% of 340,000 active;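 active = mean activation above about 17%, with every replicate also reaching it, limit read from the data, passing the limit was not always enough; inconclusive = only one of the two conditions met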;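 note: fluorescence polarization rise as delta FosB binds a TAMRA Cdk5 AP-1 oligo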
Target sequence (P13346 whole entry, looked up): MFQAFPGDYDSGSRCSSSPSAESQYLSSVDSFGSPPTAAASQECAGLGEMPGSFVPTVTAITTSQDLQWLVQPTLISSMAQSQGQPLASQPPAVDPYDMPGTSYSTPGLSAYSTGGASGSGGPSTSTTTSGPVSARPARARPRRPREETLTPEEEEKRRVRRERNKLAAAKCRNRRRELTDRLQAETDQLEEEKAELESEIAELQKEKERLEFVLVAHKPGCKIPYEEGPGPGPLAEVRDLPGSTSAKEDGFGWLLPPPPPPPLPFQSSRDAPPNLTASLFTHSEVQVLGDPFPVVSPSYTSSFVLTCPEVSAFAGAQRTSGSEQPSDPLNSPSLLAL
cardiac RTF act – cardiac RTF calcium sensitization. P19429+P45379. IANBD-labeled TnC RTF fluorescence at EC20 calcium; 0% EC20 calcium, 100% full calcium. activation, % at 7.2 µM. 0.24% of 340,000 active. AID 493008;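 active = activation above the mean over all tested compounds plus 3 SD, cut at about 30% in these data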;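 note: rise in fluorescence read as greater calcium sensitivity of cardiac thin filaments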
Tat export inh – E. coli Tat transport inhibition | E. coli MC4100 TorA-mCherry Tat export, fluorescence | inhibition, % at 10 µM | 0.036% of 340,000 active | AID 488895;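 active = mean replicate inhibition at least 50% and at least half of replicates individually reaching 50%; inconclusive = only one of the two criteria met; inactive = neither criterion met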;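 note: exported cargo escapes ClpAP degradation while cytoplasmic cargo is degraded and loses fluorescence; 0% = median of neutral control wells and 100% = median of NaSCN control wells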
Rtt109 Vps75 – C. albicans Rtt109 histone acetyltransferase inhibition | Q5AAJ8 | purified Rtt109/Vps75, ThioGlo CoA-SH fluorescence, 4 h | inhibition, % at 34.9 µM | 0.16% of 330,000 active | AID 540336;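 active = inhibition of at least 50% in every replicate; inconclusive = best replicate reaches 50% inhibition but some replicates fall short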
Target sequence (Q5AAJ8 whole entry, looked up): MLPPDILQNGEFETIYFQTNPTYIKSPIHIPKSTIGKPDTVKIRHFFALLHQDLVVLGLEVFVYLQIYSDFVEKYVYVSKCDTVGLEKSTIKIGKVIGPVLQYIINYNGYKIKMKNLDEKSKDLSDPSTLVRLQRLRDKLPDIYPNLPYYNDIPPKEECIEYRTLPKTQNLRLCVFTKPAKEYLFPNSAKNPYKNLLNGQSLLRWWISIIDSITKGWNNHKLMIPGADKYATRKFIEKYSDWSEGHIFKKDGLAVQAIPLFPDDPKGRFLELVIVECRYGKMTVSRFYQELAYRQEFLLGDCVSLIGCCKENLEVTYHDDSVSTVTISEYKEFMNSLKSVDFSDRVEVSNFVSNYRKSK
CAL PDZ FP-1 – inhibitors of human CAL PDZ peptide binding. Q9HD26. purified CAL PDZ, TMR-peptide fluorescence polarization, 1 h. inhibition, % at 20 µM. 0.02% of 330,000 active. AID 504414;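 active = highest replicate inhibition of at least 40%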;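 note: plate controls were DMSO neutral control wells for no effect and unlabeled competitor peptide control wells for full effect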
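System: tagged CAL PDZ domain. Schedule: 1 h room-temperature incubation prior to read. Signal: fluorescence polarization (mP). Measure: percent inhibition from loss of millipolarization.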
CAL PDZ FP-2 – blocks peptide binding to the human CAL PDZ domain | inhibition, % at 24.9 µM | Q9HD26 | AID 602252 | purified CAL PDZ, TMR-peptide fluorescence polarization, 1 h | 0.92% of 300,000 active;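 active = mean inhibition of at least 30% with at least half of replicates also reaching 30%; inconclusive = no clear call, values can overlap the other calls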;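 note: 0% = DMSO neutral control and 100% = excess unlabeled competitor peptide PRC23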
CDK5 p35 inh – CDK5/p35 (human) kinase inhibition; Q00535+Q15078; Recombinant CDK5/p35, ADP-Glo luminescence, 60 min; inhibition, % at 10 µM; 0.01% of 330,000 active; AID 488839;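 active = highest replicate inhibition of at least 50% and at least 75% of replicates reaching 50%; inconclusive = only one of the two criteria met; inactive = both criteria failed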;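 note: plate controls were DMSO neutral control for no effect and GW8510 at 10 µM for full effect; many of its hits are not listed in these tables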
Wnt act – activates Wnt/beta-catenin signaling in a reporter cell assay; 1.2% of 300,000 active; activation, % at 9.35 µM; AID 743398; activator, plate reader; in the data active = activation above about 30%, passing the limit was not always enough; inconclusive = no clear call, values can overlap the other calls;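 note: 0% = neutral control wells and 100% = positive control wells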
An asterisk follows results filed as active; ? = inconclusive; · = not tested or not shown.

SMILES	MITF act	V-ATPase pHluor	dFosB activator	cardiac RTF act	Tat export inh	Rtt109 Vps75	CAL PDZ FP-1	CAL PDZ FP-2	CDK5 p35 inh	Wnt act
O=C(COC(=O)C1CCN(c2ccc(C(F)(F)F)cn2)CC1)Nc1cccc(F)c1	4.0	1.4	-9.4	1.2	12.7	-3.7	0.6	-6.0	-1.6	-1.6
COc1cc([C@H]2c3[nH]c4ccccc4c3C[C@H]3C(=O)N4[C@@H](c5cc(OC)c(OC)c(OC)c5)c5[nH]c6ccccc6c5C[C@H]4C(=O)N23)cc(OC)c1OC	-98.0	2.0	-8.0	-1.8	-4.1	-7.4	0.0	1.3	-0.6	·
CC(=O)Nc1nonc1NC(=O)CSc1nc2ccccc2o1	-4.5	5.2	-1.6	-2.3	4.6	-11.2	-2.4	·	-8.6	·
N#Cc1ccc(OCC(=O)Nc2ccc(S(=O)(=O)N3CCOCC3)cc2)cc1	9.7	-0.6	-10.8	-7.6	-3.0	4.3	-0.1	-4.0	1.3	3.7
CCOC(=O)C1=CNS(=O)(=O)NC1c1ccc(OC(C)=O)cc1 (stereo not given)	-9.3	-0.1	1.7	-5.5	-5.0	-3.0	0.5	-2.5	-1.7	-1.8
CCOC(=O)NC(=O)CSc1ccc(C)cc1C	1.1	-2.4	-0.2	2.6	4.4	22.4	-3.0	-1.5	-1.1	-2.3
COc1ccccc1N(CC(=O)Nc1ccc(Br)cc1F)S(=O)(=O)c1cccs1	-0.2	-4.3	-1.9	-5.0	3.0	-0.6	-3.3	-1.4	0.4	-6.9
Cc1cc(=O)oc2c3c(cc(OCC(=O)NCc4ccccc4)c12)OC(C)(C)CC3	5.7	-0.2	-3.9	11.7	1.6	-5.9	-2.1	0.1	0.0	-1.2
CCCCN(C(=O)c1cc(OC)c(OC)c(OC)c1)C1=CC2CCC(C1)N2C (stereo not given)	0.2	4.8	1.1	4.4	-9.8	5.3	-0.2	-0.2	-0.9	·
COc1ccc(NC(=S)NCc2ccccc2)c(OC)c1	·	0.9	0.7	-7.0	-5.7	-1.9	0.0	3.3	-0.9	-0.7
CSc1ccccc1NC(=O)C(C)N1C(=O)c2ccccc2S1(=O)=O (stereo not given)	1.7	0.5	-4.0	8.2	4.9	-13.9	-0.9	3.0	0.9	0.0
CCN(CC)S(=O)(=O)c1ccc(NC(=S)NC(=O)C(C)C)cc1	1.3	-0.8	-2.5	1.5	-4.7	-2.6	-1.8	-2.3	-0.7	-1.8
OC(COc1c(F)cc(Br)cc1F)CN1CCOCC1 (stereo not given)	0.2	-3.2	-0.7	11.0	3.7	4.1	0.0	-2.0	-0.8	-0.9
CCn1nc(NC(=O)COC)c2cc3cc(C)ccc3nc21	25.0	-2.5	-0.8	-6.7	-3.5	·	-1.9	-3.1	0.2	16.5
CC(/C=N/n1c(-c2ccc(Cl)cc2)n[nH]c1=S)=C\c1ccco1	-2.1	-1.2	-0.3	3.5	1.0	-1.6	-1.7	-3.5	2.1	-1.1
O=C(O)c1ccccc1C(=O)OCCCc1ccncc1	-5.9	1.9	5.7	-4.9	5.3	-13.3	-0.8	-1.9	-0.2	1.5
CCOc1ccc(N(CC(=O)Nc2ccc(C)cc2C)S(C)(=O)=O)cc1	·	10.0	-9.8	-0.7	1.7	0.1	-0.9	-2.3	11.7	-0.6
Cc1cc(CNC(=O)COC(=O)C2CC3CCCC(C2)C3=O)cc(C)c1O (stereo not given)	-5.5	-0.4	-0.2	1.6	-0.7	-15.6	0.7	-1.4	2.8	1.4
COC(=O)[C@@H]1C[C@@H]2CC[C@@H](O)C[C@@H]2N1Cc1ccc(C(F)(F)F)cc1	-6.3	-6.4	10.8	-0.4	-3.1	0.6	-0.2	-2.7	0.4	-3.8
CN1CCSc2ccc(C(=O)NCc3ccccc3)cc21	·	-3.8	-11.8	4.2	1.7	6.8	-0.7	·	1.6	4.5
Cc1cc(NC(=O)Nc2ccccc2[N+](=O)[O-])n(C)n1	-9.5	-6.1	3.8	-3.7	-12.6	14.4	-1.6	-2.2	-0.3	-2.9
COc1ccc(-c2cc(-c3cccs3)c(C#N)c(SCC(=O)NCc3ccccc3)n2)cc1	4.0	0.4	11.3	2.1	-2.7	-4.7	-2.0	-2.0	-0.3	·
CCCS(=O)(=O)Nc1c(C(=O)O)[nH]c2ccc(OC)cc12	-11.7	2.9	2.0	7.2	-1.5	-6.4	-1.7	-0.2	6.8	4.3
CC1CCCC/C1=N/Nc1ccc([N+](=O)[O-])cc1[N+](=O)[O-] (stereo not given)	0.5	10.2	0.0	6.4	-2.2	0.5	0.0	7.5	4.4	·
CCOC(=O)Cn1c(=NC(=O)C(C)C)sc2c(C)cc(C)cc21	-17.1	0.5	-8.4	-1.5	5.0	-14.8	-1.2	-4.2	0.8	0.0
O=C(C1=C[C@H](c2ccc3c(c2)OCO3)C[C@H](OCc2ccc(CO)cc2)O1)N1CCOCC1	9.0	0.4	1.7	-1.3	11.9	3.0	-0.8	-5.6	-0.2	0.9
COc1ccc(NS(=O)(=O)c2cccc(C(=O)NNC(=O)c3cc(C)oc3C)c2)cc1	7.6	1.5	-1.5	-3.5	-0.6	-2.5	-1.0	-2.6	0.2	-2.6
O=C(c1cccc(Cl)c1)N1CCC2CC1c1cc(-c3ccccc3)ccc12 (stereo not given)	0.2	-2.3	-1.5	-6.6	10.7	-13.3	-0.3	-7.1	-0.3	-0.5
COc1ccc(NC(=O)CN2CCCC2)cc1	·	2.2	5.4	-8.5	-0.9	-5.6	-0.9	-3.4	-0.9	0.8
Cc1c(NC(=S)Nc2cccc(Cl)c2)c(=O)n(-c2ccccc2)n1C	-3.4	-2.5	2.1	-4.0	4.3	-5.9	0.5	-5.2	0.2	0.8
Cc1cccc(NC(=S)NC2CCCC2)c1	-12.3	-3.9	-6.0	6.1	2.8	-5.3	-3.0	-2.8	-1.3	·
Cc1ccc(NC(=O)C2C3CCC(O3)C2C(=O)O)cc1C (stereo not given)	-9.7	0.7	-3.8	1.2	-8.9	-9.3	·	-3.4	0.7	1.1
C#CCOCCOCCOCCNc1nc(N2CCN(C(=O)[C@H](CCCCN)n3cc([C@@H](N)CC(C)C)nn3)CC2)nc(N2CCN(C(=O)[C@H](CCCCN)n3cc([C@@H](N)CC(C)C)nn3)CC2)n1	1.5	-1.7	18.8*	3.1	13.6	?	1.1	-2.5	3.0	·
COc1ccc([C@H]2/C=C\CN(C(=O)C3CC3)[C@@H](C)C(=O)N2Cc2ccc(F)cc2)cc1	-6.7	-0.8	5.0	-3.8	14.8	3.0	-0.2	1.2	-0.2	-2.6
COc1ccc(N2CCN(C(=O)c3ccncc3)CC2)cc1	4.3	0.7	-5.2	1.1	5.7	8.2	0.3	1.1	-1.8	·
COc1ccc(S(=O)(=O)NCc2ccc3c(c2)OCO3)cc1C(=O)O	·	3.1	-5.4	8.4	-1.0	-25.5	-1.6	-2.4	-0.8	0.2
O=C1CCCN2N=C(SCC(=O)Nc3ccc(Cl)cc3)SC2=N1	0.9	4.3	-7.4	-1.2	-1.8	-4.5	-1.9	-1.3	-0.8	-4.0
O=C1C(Nc2ccccc2)=C2CCCC=C2N1c1ccccc1	35.0	2.2	-5.4	1.4	-6.4	0.5	0.3	0.2	1.7	1.5
COc1cccc(NC(=O)N2CCCC2C(=O)NCc2ccccc2F)c1 (stereo not given)	-0.7	3.6	-6.3	7.7	-1.6	-2.9	-0.7	9.0	-0.5	5.1
Cc1ccc(S(=O)(=O)N2CCOCC2)cc1NC(=O)C(c1ccc(Cl)cc1)C(C)C (stereo not given)	15.4	3.5	4.6	-9.3	0.2	·	-1.7	-1.2	0.0	0.4
CC(=O)N1CCN(C(=O)c2cccc(S(=O)(=O)N3c4ccccc4CC3C)c2)CC1 (stereo not given)	-1.5	-7.8	-11.1	-2.2	-3.1	·	-3.0	-1.9	1.4	0.9
CCOc1ccc(S(=O)(=O)N/N=C(\C)c2ccc(OC)cc2OC)cc1	-5.1	1.7	-5.1	1.4	-8.5	5.0	-0.4	-0.2	0.8	1.3
CCc1nc(C)ccc1OCC(=O)NCCCN(C)C	-0.4	-0.7	-0.2	3.6	-3.3	3.3	0.4	0.5	-2.4	-2.7
O=[N+]([O-])c1ccc(S(=O)(=O)Nc2ccc(-c3ccc(N4CCCC4)nn3)cc2)cc1	3.1	-7.3	5.8	-7.5	-8.9	3.8	0.2	-2.5	-10.1	-0.9
CCOc1ccc(Oc2ccc(Cl)cc2NC(=O)C2=COCCO2)cc1	0.2	-0.9	-6.2	-1.5	7.0	10.5	-1.5	-1.6	0.2	-3.0
Cc1ccc(-c2nnc(SCC(=O)Nc3cccc(C(=O)N4CCOCC4)c3)n2C)cc1	2.3	6.0	-7.6	0.6	-8.2	-22.8	-0.1	0.7	0.7	-0.1
COc1cc([N+](=O)[O-])ccc1NC(=O)Nc1cnccn1	-29.7	0.1	-3.8	-1.9	0.1	-1.9	-0.8	·	-0.2	18.5
CCCCNCCCOc1cccc(Cl)c1Cl	10.7	0.1	-6.5	-5.3	0.5	-3.1	-2.3	-1.1	-0.1	-7.1
O=C(CSc1nnc(CNc2cccc(Cl)c2)o1)OC1CCCCC1	16.3	-1.2	-1.1	-9.1	3.4	-1.7	-0.5	-1.4	0.8	9.3
CCOC(=O)c1[nH]c2ccc(Br)cc2c1NC(=O)CCN1CCC(C)CC1	-13.6	1.4	-7.4	-0.3	-6.4	-4.8	-2.3	-1.7	-1.0	4.2
CC(=O)c1cc(C#N)c(SCC(=O)C(C)(C)C)nc1C	29.2	-1.6	-4.0	-4.1	2.7	-0.4	-0.5	·	-10.4	·
COC(=O)c1ccc(C(c2c(C)[nH][nH]c2=O)c2c(C)[nH][nH]c2=O)cc1	1.3	-0.4	-15.0	-3.1	3.8	3.0	1.3	-2.4	1.9	-5.3
O=S(=O)([O-])C/C(=C\c1ccc(Cl)cc1)c1cc[n+](CCO)cc1	16.8	-0.9	4.4	4.3	0.7	1.5	-0.4	·	0.9	-5.8
CC1=C(C(=O)OCC(C)C)C(c2ccc(F)cc2)NC(=O)N1 (stereo not given)	-4.0	-1.8	-3.0	2.5	-19.3	-3.8	-0.2	0.6	-1.4	2.7
COC(=O)C1=C(C)N(Cc2ccccc2)C(=S)N[C@H]1c1ccccc1	9.0	-4.6	0.0	-1.7	0.1	5.7	-2.8	-7.3	-3.9	-2.0
CCC(NC(=O)OCc1ccccc1)C(=O)Oc1ccc2ccc(=O)oc2c1 (stereo not given)	4.9	-3.1	-1.8	-3.0	-6.6	-4.6	-2.9	-5.3	1.1	0.2
CCCn1c(SCC(=O)Nc2ccc3c(c2)OCO3)n[nH]c1=O	-0.2	1.1	1.5	-0.8	3.1	4.3	-0.4	-2.1	4.7	1.8
